Assay outcomes: PubChem BioAssay, National Center for Advancing Translational Sciences (NCATS)
CXXC DNA block – MLL CXXC-DNA interaction inhibition; Q03164; MLL-CXXC / FITC-HOXA9 DNA fluorescence polarization; Potency, µM (doses to about 115 µM), for the others: top-dose activity change, negative = inhibition, hits mostly inhibitors; actives 0.037% (n = 290,000); AID 2662; active = well fitted inhibition curve with a large enough effect in the polarisation, with a control signal flat, not every such curve was filed as active; inconclusive = small, poorly fitted or top-dose-only effect, or effect the other way, or a change in a side signal; inactive = no such curve, though single readings can be large or run the other way; the % refers to the polarisation; also: potency is read from the fitted curve at half-maximal effect
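Purified MLL-CXXC (added from a 7 uM solution) was preincubated 5 min at ambient with pinned compounds in 50 mM Tris-HCl pH 7.5, 50 mM NaCl, 1 mM DTT, 0.05% BSA. Fluorescein-labeled HOX-A9 DNA (50 nM solution) followed, 30 min, then polarization read.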
TSG101-PTAP inh – blocks PTAP/TSG101 interaction to inhibit HIV-1 budding | Q99816 | Fluorescence polarization, FITC-PTAP peptide / Tsg101 binding | Potency, µM (highest dose often 115 µM), for inactives: at the highest dose activity change, negative = inhibition, usual class: inhibitors | 340,000 tested, under 10 active; active = well fitted inhibition curve with a large enough effect in the main read-out, with a control signal flat, not every such curve was filed as active; inconclusive = small, poorly fitted or top-dose-only effect, or effect the other way, or a change in a side signal; inactive = no such curve, though single readings can be large or run the other way; also: potency is read from the fitted curve at half-maximal effect; % of control where 0% means no effect
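Compounds were pin-transferred onto Tsg101 binding domain (10 uM final) in HEPES pH 7.5 buffer, then FITC-PTAP peptide was added at 50 nM final. After 20 min at RT, polarization reported peptide displacement across a qHTS concentration series.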
Menin-MLL TR inh – displaces Texas Red mutant MLL peptide from human menin. O00255. Potency, µM (highest dose often 61.6 µM), for inactives: top-dose FP activity change, negative = inhibition, actives largely listed as inhibitors. actives 0.23% (n = 270,000). Menin + Texas Red MLL mutant peptide, fluorescence polarization; active = well fitted inhibition curve with a large enough effect in the polarisation, with a control signal flat, not every such curve was filed as active; inconclusive = small, poorly fitted or top-dose-only effect, or effect the other way, or a change in a side signal; inactive = no such curve, though single readings can be large or run the other way; the % refers to the polarisation; also: potency is read from the fitted curve at half-maximal effect; % of control where 0% means no effect; many of its hits are not listed in these tables
ASM inhibitor – blocks human secretory acid sphingomyelinase; actives 0.006% (n = 340,000); Potency, µM (doses to about 57.5 µM), for inactives: at the highest dose activity change, negative = inhibition, hits mostly inhibitors; placental ASM, HMU-PC fluorogenic substrate, 60 min; also: potency is read from the fitted curve at half-maximal effect
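Fluorescence read-out (Ex 386 nm, Em 447 nm) after stopping the reaction at pH 10. Enzyme: ASM from human placenta; substrate HMU-PC0, 9 uM final; 60 min, 37 °C. Compound preincubation 10 min, ambient temperature.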
TCR activator – activators of T cell receptors; 330,000 tested, under 10 active; Potency, µM (doses to about 9.22 µM), inactives show at the top dose activation of IL-2 secretion, actives largely listed as activators; primary human leukocytes, anti-CD3, IL-2 HTRF, 48 h; also: % of control where 0% means no effect
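Compounds are tested in HTS on primary human leukocytes co-incubated with a-CD3 beads for 48 hr. IL-2 output is measured by time-resolved FRET.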
Mito fusion act – blocks mitochondrial division or promotes mitochondrial fusion | Potency, µM (doses to about 46.1 µM), for inactives: top-dose growth rescue (activation), actives largely listed as activators | actives 0.23% (n = 320,000) | S. cerevisiae fusion-defective mutant growth rescue, CellTiterGlo 48 h;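 also: potency is read from the fitted curve at half-maximal effect; % of control where 0% means no effect; nearly all actives have a fitted effect of over 45% in size; temperature-sensitive fusion mutants such as fzo1-1 at 37 °C on non-fermentable ethanol glycerol medium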
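Yeast fusion mutant, YPEG (non-fermentable carbon), compound, 48 h at 37C non-permissive; CellTiterGlo added, 10 min RT, luminescence read. Rescued growth = division inhibition.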
AT treatment – potential ataxia-telangiectasia treatments restoring KAP-1 phosphorylation; […] A-T fibroblasts, KAP-1 phosphorylation AlphaLISA; neocarzinostatin DNA damage 30 min before lysis; Potency, µM (series often up to 57.5 µM), for inactives: at the top dose activation, usual class: activators; actives 0.19% (n = 320,000); AID 485349; also: potency is read from the fitted curve at half-maximal effect; % of control where 0% means no effect; nearly all actives have a fitted effect of over 45% in size
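ATM-like activity read as KAP-1 phosphorylation via AlphaLISA donor/acceptor antibody pairs after lysis and 6 hr at 25C. Cells were ATM-null patient fibroblasts ([…], hTERT), dosed 60 min, then exposed to the DSB inducer NCS for 30 min.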
TSHR antagonist – antagonists of human thyroid stimulating hormone receptor; AID 504810; activity change, negative = inhibition, % at 11.5 µM; actives 0.2% (n = 330,000); TSHR-expressing cells, TSH-stimulated cAMP HTRF, 2 h; hits give low values;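 active = activity change below a set negative limit, meaning inhibition stronger than a set level, cut at about -70% in these data; inconclusive = activity change between two set negative limits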; also: % is scaled to controls: 0 for no effect and ±100 for the full control effect
Target sequence (P16473 whole entry, looked up): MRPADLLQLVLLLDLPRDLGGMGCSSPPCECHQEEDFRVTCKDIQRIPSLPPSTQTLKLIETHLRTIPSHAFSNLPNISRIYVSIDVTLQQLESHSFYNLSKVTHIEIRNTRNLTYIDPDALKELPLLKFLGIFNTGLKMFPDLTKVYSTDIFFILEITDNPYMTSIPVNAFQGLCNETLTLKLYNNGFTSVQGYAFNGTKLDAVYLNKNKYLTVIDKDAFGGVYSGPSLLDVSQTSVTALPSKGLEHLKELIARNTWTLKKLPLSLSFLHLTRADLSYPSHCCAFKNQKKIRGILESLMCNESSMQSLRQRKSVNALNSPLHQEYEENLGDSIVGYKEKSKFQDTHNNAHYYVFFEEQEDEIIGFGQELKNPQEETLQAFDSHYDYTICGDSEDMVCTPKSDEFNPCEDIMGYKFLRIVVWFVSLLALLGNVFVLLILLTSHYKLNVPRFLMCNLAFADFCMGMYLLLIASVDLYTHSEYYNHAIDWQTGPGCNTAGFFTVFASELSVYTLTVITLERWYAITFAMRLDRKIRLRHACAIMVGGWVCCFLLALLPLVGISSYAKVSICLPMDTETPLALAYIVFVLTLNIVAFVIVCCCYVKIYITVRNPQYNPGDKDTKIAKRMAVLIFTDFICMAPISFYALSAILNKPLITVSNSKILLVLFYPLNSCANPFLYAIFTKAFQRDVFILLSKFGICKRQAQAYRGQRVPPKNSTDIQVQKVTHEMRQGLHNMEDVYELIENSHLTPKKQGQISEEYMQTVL
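Cell-based HTRF cAMP assay; TSHR cells + compound, TSH EC80 (4nM final), 2 h, 37 deg C. Lysis with anti-cAMP cryptate and cAMP-d2, 30 min RT, read 665/620 nm.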
MBNL1 CUG block – MBNL1-poly(CUG) RNA binding inhibition | Q9NR56 | TR-FRET MBNL1-His/biotin-(CUG)12 binding, 665/545 ratio | Potency, µM (series often up to 57.5 µM), inactives show at the top dose activity change, negative = inhibition, usual class: inhibitors | actives 0.036% (n = 280,000) | AID 2675; active = well fitted inhibition curve with a large enough effect in the signal ratio, with a control signal flat, not every such curve was filed as active; inconclusive = small, poorly fitted or top-dose-only effect, or effect the other way, or a change in a side signal; inactive = no such curve, though single readings can be large or run the other way; the % refers to the signal ratio; also: potency is read from the fitted curve at half-maximal effect; % is scaled to controls: 0 for no effect and ±100 for the full control effect
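MBNL1-His + Biotin-(CUG)12, cpd titration 92 nM–58 uM; Tb anti-His Ab 0.055 ng/ul, SA-XL665 5 nM (final); 60 min RT; ratiometric 665/545 nm, Ex 340 nm; normalized to buffer and full-complex controls.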
Integrin act MD – activators of alpha7 integrin expression for muscular dystrophy. Potency, µM (doses to about 38.3 µM), inactives show top-dose activation, actives largely listed as activators. actives 0.064% (n = 350,000). alpha7betagal myoblasts, beta-gal FDG fluorescence, 48 h;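 also: potency is read from the fitted curve at half-maximal effect; 100% = response of the positive control SU9516; nearly all actives have a fitted effect of over 60% in size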
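Alpha7betagal+/- myoblasts (passage 13) were plated 16-24 hr, then exposed to compounds (1:260 dilution of DMSO stock) for 48 hours at 37C. After MPER lysis, β-galactosidase reporter activity was read as FDG fluorescence (ex 480/em 540) after 30 minutes.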
* hit, by the source's call; ? = inconclusive; / = not tested or not shown; [ ] = another dose, or the depositor's remark. Unless noted, calls follow the shape of the dose curve; as a rule, active = well fitted curve in the direction sought with a large enough effect; inconclusive = small, poorly fitted or top-dose-only effect, or another doubt; inactive = no such curve, though single readings can be large; an effect the other way counts as inactive or inconclusive.

SMILES | CXXC DNA block | TSG101-PTAP inh | Menin-MLL TR inh | ASM inhibitor | TCR activator | Mito fusion act | AT treatment | TSHR antagonist | MBNL1 CUG block | Integrin act MD
c1ccc2oc(-c3nn4c(Cn5cnc6ccccc65)nnc4s3)cc2c1 | / | -4% | / | 7% | 4% | / | / | / | / | 0%
O=C(Oc1ccc(C(=S)N2CCOCC2)cc1)c1ccccc1 | 170%[activator] | -3% | -10% | 2% | / | -5% | -1% | -11 | -3% | -8%
COc1ccc(NC(=O)/C=C2\SC(=O)NC2=O)cc1 | 1% | -1% | 16% | -2% | 3% | 1% | -2% | -9 | 10% | 17%
NC(=O)C1CCN(C(=O)COCc2cc(-c3ccc4c(c3)OCO4)on2)CC1 | 14% | -3% | 0% | 7% | -6% | 13% | -1% | -5 | -1% | -18%
C/C=C(\C)C(=O)Nc1cccc(C2=NOC3(C2)C[C@H](C(N)=O)N(C(=O)CC#N)C3)c1 (some centres not stated) | -2% | 2% | / | -4% | 0% | 25% | 19% | 1 | 7% | 13%
O=C(CSc1ncnc2ccccc12)Nc1ccc2c(c1)OCCO2 | -6% | -2% | -3% | 3% | 6% | -1% | 2% | -4 | 1% | -5%
O=C(CCn1[nH]c(=O)c2ccccc2c1=O)OC1CCCCC1 | -9% | -9% | -2% | 2% | 2% | 6% | 29% | 2 | 0% | -9%
O=C1C2C3C=CC(C3)C2C(=O)N1c1ccc(Cc2ccncc2)cc1 (configuration not stated) | 2% | -9% | 22% | 6% | -4% | -1% | 12% | 10 | -2% | -40%
COC(=O)C=CC(=NNc1ccccc1)c1ccccc1 | / | -3% | / | -13% | 11% | / | / | / | / | -9%
CCOCCn1c(N2CCN(c3ccccc3)CC2)nc2c1c(=O)[nH]c(=O)n2C | -4% | -7% | 4% | 3% | -16% | 6% | 0% | -17 | -2% | -3%
COc1cc(/C=N\Nc2nncn2N)ccc1OC(C)=O | -6% | -12% | 5% | 5% | 2% | -1% | 17% | 13 | 15% | -4%
CC(=O)Nc1nc(C)c(C(C)(C)C)s1 | -2% | -2% | / | -2% | 1% | 6% | -2% | 0 | 0% | -5%
Clc1cccc(Cl)c1Cn1cnc2c(NCc3ccco3)ncnc21 | 18% | -5% | -7% | 0% | 7% | 2% | 8% | -12 | -5% | -12%
C=CCn1c(SCC(=O)OCC)nc2cc(C(=O)NCc3ccco3)ccc2c1=O | 1% | 1% | -3% | -1% | 3% | 0% | / | -8 | 13% | 13%[7.66 µM]
CC1CCCN(C(=O)CN2CCN(C(=O)c3ccco3)CC2)C1 (configuration not stated) | 11% | -5% | 6% | 9% | -3% | -3% | 0% | 1 | -4% | 28%
COc1cccc(C2C(C#N)=C(N)N(c3ncn[nH]3)C3=C2C(=O)CCC3)c1 (configuration not stated) | 0% | -1% | 1% | 0% | 4%[46.1 µM] | -2% | -24% | 16 | 21% | -12%
CCOC(=O)[C@H]1[C@H]2COc3ccc(C)cc3[C@@H]2N2C(=O)CN(Cc3ccco3)C(=O)[C@@]12C | / | / | / | -2% | -1% | -9% | -10% | -32 | / | 13%
CC(C)CCN(C(=O)c1csnn1)C(C(=O)NC1CCCC1)c1ccccc1 (configuration not stated) | -2% | -12% | -9% | 0% | 4% | 1% | 10% | -6 | 5% | ?
CC1CCCN(C(=O)Cn2cnc3c2c(=O)n(C)c(=O)n3C)C1 (configuration not stated) | 5% | -8% | 1% | 2% | -3% | -1% | 3% | 3 | 2% | -7%
Cn1c(N)c(C(=O)COC(=O)CSc2cccc3cccc(Cl)c23)c(=O)n(C)c1=O | -4% | 0% | 13% | -15% | 3% | 1% | 5% | 4 | 33%[activator] | 10%
O=C1CC(c2ccccc2)C(C(=O)Nc2ccccc2F)N1 (configuration not stated) | 2% | -3% | 5% | 3% | -207% | -1% | -12% | 0 | 6% | 8%
COC(=O)c1ccc(OCCN2CCCCCC2)cc1 | 2% | 1% | 7% | 2% | 1% | -7% | 0% | 13 | -3% | -8%
O=C(CSc1ncnc2[nH]ncc12)Nc1cccc(Oc2ccccc2)c1 | 3% | 0% | 23% | -15% | 4% | 9% | -10% | -7 | -2% | -19%
COc1cc(C2Nc3cccc4cccc(c34)N2)cc(OC)c1O | -8% | -5% | ? | -22% | 5% | -4% | / | -3 | 17% | -56%[inhibitor]
Nn1c(COc2ccccc2F)nnc1SCC(=O)NC1CCCCC1 | / | 1% | / | 3% | 0% | 2% | 6% | -3 | / | 0%
CC(=O)NCc1ccc(C(=O)O)cc1 | 35%[activator] | -3% | / | 5% | -5% | 3% | -1% | 1 | -3% | -4%
O=C(c1cc(COc2c(F)cccc2F)on1)N1CCN(C2CCCCC2)C(=O)C1 | 5% | -7% | -10% | 6% | -5% | -4% | -2% | -8 | -4% | -5%
CC(=O)c1ccccc1OCC(O)CNC1CCCC1 (configuration not stated) | 5% | -4% | / | 2% | 2% | 0% | -3% | -2 | 2% | -21%
Cn1c(SCc2ccccc2Cl)nc2c1c(=O)[nH]c(=O)n2C | 1% | -10% | -16% | -2% | 1% | 2% | -9% | 2 | -5% | 9%
O=C(C1CCCC1)N1CCN=C1SCc1cccc([N+](=O)[O-])c1 | 6% | 1% | 9% | 0% | 1% | ? | 5% | -10 | ? | 0%
O=[N+]([O-])c1c(C(Cl)Cl)nn(-c2ccccc2)c1N1CCOCC1 | 12% | 2% | -1% | -3% | 5% | -3% | -2% | -9 | 6% | 0%
COc1ccc(CCn2c(-c3ccc(Cl)cc3)n[nH]c2=S)cc1OC | 39%[activator] | -1% | 15% | 0% | 14% | 9% | 4% | -1 | 2% | ?
Cc1cc(S(=O)(=O)Cc2noc(-c3c(C)noc3C)n2)c(C)cc1Cl | -15% | 1% | / | -1% | 5% | 13% | 2% | 1 | 1% | -19%
Cc1ccc(S(=O)(=O)Nc2c(C)nn(C)c2C)c(C)c1 | / | 0% | / | -2% | 4% | 1% | -11% | -3 | / | 8%
O=C(O)C1(c2ccccc2)CCN(S(=O)(=O)c2ccccc2)CC1 | 41%[activator] | -5% | / | 0% | -1% | 12% | 3% | 2 | 2% | 15%
COC(=O)c1ccc(NC(=O)c2cccc(OC)c2)cc1 | 3% | -5% | ? | -9% | 2% | 1% | 8% | 33 | -5% | 25%
COCCN1Cc2cccc(C(=O)NCc3cccnc3)c2C1=O | -11% | -3% | -3%[11.7 µM] | 3% | 2% | -1% | -2% | -9 | 6% | -19%
CC(C)(O)C#Cc1ccc(CN2CCC(n3nccc3NC(=O)C3CC3)CC2)cc1 | 2% | -1% | / | -1% | 2% | 1% | -2% | -1 | 1% | 0%
CN(C(=O)C1CCCCC1)C1(C)CCS(=O)(=O)C1 (configuration not stated) | / | -7% | / | -3% | 0% | -4% | -2% | 1 | / | -10%
Cc1cc(C)c(S(=O)(=O)NCC(=O)NCc2cc(=O)n(C)c(=O)n2C)c(C)c1 | 6% | -4% | 9% | 3% | 7% | 0% | 1% | 0 | -8% | 41%

Just AT treatment and Integrin act MD (5 entries from above):
molecule,AT treatment,Integrin act MD
Cc1ccc(S(=O)(=O)Nc2c(C)nn(C)c2C)c(C)c1,-11%,8%
COc1cc(C2Nc3cccc4cccc(c34)N2)cc(OC)c1O,/,-56%[inhibitor]
O=C1CC(c2ccccc2)C(C(=O)Nc2ccccc2F)N1 (configuration not stated),-12%,8%
O=C(O)C1(c2ccccc2)CCN(S(=O)(=O)c2ccccc2)CC1,3%,15%
COc1ccc(CCn2c(-c3ccc(Cl)cc3)n[nH]c2=S)cc1OC,4%,?

Looked up above:
`COCCN1Cc2cccc(C(=O)NCc3cccnc3)c2C1=O` in Menin-MLL TR inh has -3%[11.7 µM]
`CC(C)(O)C#Cc1ccc(CN2CCC(n3nccc3NC(=O)C3CC3)CC2)cc1` in CXXC DNA block has 2%

Only part of the results is shown, so the mix of outcomes need not match the whole.
